# Screening data from PubChem.
# APP transl inh – inhibitors of APP translation via 5'UTR reporter, primary screen, APP 5'UTR luciferase, SH-SY5Y cells. actives 0.82% (n = 190,000). SH-SY5Y APP 5'UTR-luciferase reporter, luminescence. inhibition, % at 2 µM;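 active = inhibition above a set limit, derived from the sample mean plus 3 SD, cut at about 45% in these data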; note: values of inactives mirror those of a sister screen read the other way
# Lmaj promast – Leishmania major promastigote growth inhibition, primary screen. Leishmania major promastigotes, resazurin fluorescence viability. inhibition, % at 10 µM. actives 9% (n = 200,000); in the data active = inhibition above about 50%;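 note: promastigotes grown with compound for 44 hours at 28 °C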
# TNAP inh no acc – human TNAP enzyme inhibitors, primary screen, biochemical, luminescent, no phosphate acceptor, uHTS; Alkaline phosphatase, tissue-nonspecific isozyme (Homo sapiens), P05186; purified TNAP, CDP-star luminescence, 30 min; inhibition, % at 20 µM; actives 0.26% (n = 200,000); AID 1012, 2008;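 active = tissue-nonspecific alkaline phosphatase inhibition above about 50% at 20 µM in the single-dose screen, limit read from the data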;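 note: 0% = DMSO negative control and 100% = EDTA positive control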
# Target sequence (P05186 whole entry, looked up): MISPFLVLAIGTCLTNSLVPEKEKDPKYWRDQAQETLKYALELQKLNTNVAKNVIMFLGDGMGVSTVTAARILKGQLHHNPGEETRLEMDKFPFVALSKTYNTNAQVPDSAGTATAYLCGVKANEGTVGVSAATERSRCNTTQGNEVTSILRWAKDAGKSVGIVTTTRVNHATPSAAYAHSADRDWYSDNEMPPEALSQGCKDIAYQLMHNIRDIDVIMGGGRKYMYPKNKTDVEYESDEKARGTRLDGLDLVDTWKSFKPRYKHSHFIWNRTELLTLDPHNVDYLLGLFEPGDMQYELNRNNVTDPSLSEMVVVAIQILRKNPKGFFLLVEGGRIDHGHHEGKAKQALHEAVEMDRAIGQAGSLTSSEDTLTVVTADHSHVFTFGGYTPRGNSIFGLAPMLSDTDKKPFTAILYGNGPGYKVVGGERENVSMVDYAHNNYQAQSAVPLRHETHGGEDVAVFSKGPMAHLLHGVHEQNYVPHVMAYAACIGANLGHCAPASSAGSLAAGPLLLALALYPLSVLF
# TNAP inh hiacc – human TNAP enzyme inhibitors, primary screen, biochemical, luminescent, high phosphate acceptor level, uHTS; Alkaline phosphatase, tissue-nonspecific isozyme (Homo sapiens), P05186; purified TNAP, CDP-star luminescence, 1 M DEA; inhibition, % at 20 µM; actives 0.03% (n = 200,000); AID 1135, 2008;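 active = over 50% inhibition of tissue-nonspecific alkaline phosphatase at 20 µM in the single-dose screen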;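 note: plate controls were DMSO wells for no effect and EDTA-quenched wells as full inhibition for full effect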
# FLuc stim CS – FLuc activators, initial screening, artefact control for FLuc-dependent activation tests, biochemical, ATPlite luminescence; activation factor at 10 µM; ATPlite luciferase biochemical, 10 min; 0 = ATP-free wells, 1 = DMSO control; AID 1027, 2008; 200,000 tested, under 10 active; Luciferin 4-monooxygenase (Photinus pyralis), P08659;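 active = luciferase activation factor, scaled between plate controls, of at least 2 with compound at 10 µM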
# Target sequence (P08659 whole entry, looked up): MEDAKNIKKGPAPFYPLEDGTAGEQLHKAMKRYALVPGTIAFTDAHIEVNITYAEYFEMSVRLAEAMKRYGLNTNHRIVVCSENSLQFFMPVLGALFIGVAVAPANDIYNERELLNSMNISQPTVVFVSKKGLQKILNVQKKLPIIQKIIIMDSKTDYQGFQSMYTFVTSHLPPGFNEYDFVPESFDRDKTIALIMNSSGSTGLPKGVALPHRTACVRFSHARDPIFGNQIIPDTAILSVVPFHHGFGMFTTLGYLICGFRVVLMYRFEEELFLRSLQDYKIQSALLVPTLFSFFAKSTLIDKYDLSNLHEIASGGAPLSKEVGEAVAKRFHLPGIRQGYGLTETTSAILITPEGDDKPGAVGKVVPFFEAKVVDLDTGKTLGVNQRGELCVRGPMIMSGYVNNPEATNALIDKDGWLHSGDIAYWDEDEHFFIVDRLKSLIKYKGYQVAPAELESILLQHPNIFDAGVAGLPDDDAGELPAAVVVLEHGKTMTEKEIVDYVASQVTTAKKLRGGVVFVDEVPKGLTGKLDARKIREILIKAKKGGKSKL
#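 Material: Luciferase/luciferin reagent mix | Doses: Test compounds dosed from 2 mM stocks in 100% DMSO | Timing: 10 min incubation after luciferase reagent addition, room temperature | Measured by: Luminescence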
# FLuc inh counter – firefly luciferase enzyme inhibitors, primary screen, artefact control for luciferase-based inhibitor screens, biochemical, luminescence, ATPLite; Luciferin 4-monooxygenase (Photinus pyralis), P08659; 10 min; inhibition, % at 10 µM; actives 1.5% (n = 200,000); AID 1006, 2008;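 active = inhibition above about 50% when tested at 10 µM, limit read from the data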
# bIAP inhibitor – bovine intestinal alkaline phosphatase inhibitors, primary screen, selectivity assay for TNAP inhibitor project, biochemical, bovine IAP, CDP-star luminescence | alkaline phosphatase, intestinal [Bos taurus] | purified bovine IAP, 30 min | inhibition, % at 20 µM | 190,000 tested, under 10 active | AID 1019, 2008;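 active = over 50% inhibition of intestinal alkaline phosphatase at 20 µM in the single-dose screen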
#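 System: purified bovine intestinal alkaline phosphatase (IAP) enzyme; Input: IAP diluted 1/65,000,000 in the well; Measured by: CDP-star luminescence signal; Compound dosing: 20 µM single dose; Incubation: 30 min reaction at room temperature.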
# RAM network inh – inhibitors of the yeast RAM network, primary screen, dse1pr::URA3 reporter, 5-FOA selection; inhibition, % at 50 µM; actives 1.8% (n = 190,000); S. cerevisiae dse1pr::URA3 reporter, 5-FOA growth OD615, 2 d; analog-sensitive cbk1-as2 kinase mutant strain; AID 868, 2007;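 active = inhibition above a set limit, 3 SD over mean compound inhibition, cut at about 8.4% in these data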;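 note: 0% = DMSO-only wells with no growth and 100% = 10 µM 1-NA-PP1 full growth; inhibition rescues growth on 5-FOA so higher OD means more RAM inhibition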
# TNAP act hi DEA – TNAP activators at high phosphate acceptor level, primary screen, biochemical, luminescence, uHTS; Alkaline phosphatase, tissue-nonspecific isozyme (Homo sapiens), P05186; purified TNAP, CDP-star luminescence, 1 M DEA, 30 min; stronger effect = higher value; 0 = EDTA background, 1 = DMSO-only activity; activation factor at 20 µM; 200,000 tested, under 10 active; AID 1136, 2008;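 active = activation factor at least 2 at 20 µM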
#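 Test system – human TNAP · Doses – 20 µM single point · Incubation – 30 min, room temperature · Signal – luminescent substrate turnover signal · Read-out basis – activation factor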
# bIAP act – bovine intestinal alkaline phosphatase activators, primary screen, biochemical, bovine IAP, CDP-star luminescence | activation factor at 20 µM | AID 1016, 2008 | purified bovine IAP, 30 min; stronger effect = higher value; fold of DMSO-control signal, blank-subtracted | alkaline phosphatase, intestinal [Bos taurus] | actives 0.17% (n = 200,000);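 active = activation factor of 2 or more at 20 µM, a signal rise over negative controls twice the positive control's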
# * marks the source's active call; other numbers are inactive results.
SMILES,APP transl inh,Lmaj promast,TNAP inh no acc,TNAP inh hiacc,FLuc stim CS,FLuc inh counter,bIAP inhibitor,RAM network inh,TNAP act hi DEA,bIAP act
O=C(CCC1CCCC1)Nc1ccc(OCC(=O)N2CCOCC2)cc1,-36,-10,-5,-3,0.3,73*,11,0.4,1,0.9
COc1cccc(-n2cnc3c(sc4nc(N5CCOCC5)c5c(c43)CCCC5)c2=O)c1,-26,33,1,5,1,0,-21,4.1,0.9,1.2
CN(C(=O)CSc1ncnc2scc(-c3ccccc3)c12)C1CCS(=O)(=O)C1 (stereo not given),4,0,-10,-4,1.1,-6,-2,5.9,1,1
CC(C)C(CCN1C(=O)CCC1=O)C1CCOC(C)(C)C1 (stereo not given),-11,-5,-12,-2,1,-4,1,0.2,1,1
Cc1cc2cc(C)c(NCCNC(=O)c3ccccc3Cl)nc2cc1C,-7,17,-2,-2,1,1,-10,0.5,1,1.1
CCOc1ccc(OCCN(C)Cc2ccccc2)cc1,10,93*,-19,-6,1.1,-6,10,-0.8,1.1,0.9
c1ccc(-c2nnc(-c3ccco3)o2)cc1,-67,-6,-6,-4,0.8,18,11,0.5,1,0.9
O=C1NCC(CN(c2ccccc2)c2ccccc2)O1 (stereo not given),0,-4,-8,-4,1,-3,8,0.9,1,0.9
Cc1ccc(C(=O)C(C)OC(=O)C2=COCCO2)cc1C (stereo not given),-12,-4,-9,-6,1,2,4,-0.8,1.1,1
COc1ccc(CCN(C(=O)C(F)(F)F)C(C(=O)NC2CCCC2)c2cccs2)cc1OC (stereo not given),-9,59*,-10,-1,1.1,-6,-10,0.6,1,1.1
CCOC(=O)c1ccc(N2CC(O)=C(c3nc4ccccc4c(=O)[nH]3)C2=N)cc1,-10,-8,-26,-3,1,-2,-4,4.6,1,1
O=C1CCCN1CCC1CCCCN1Cc1nc(-c2cnccn2)no1 (stereo not given),-4,5,-5,-5,1.1,-8,9,1.4,1,0.9
CCN(CC)CCNC(=O)C1c2ccccc2C(=O)N(C)C1c1cn(C)c2ccccc12 (stereo not given),2,5,-11,-5,1,-4,-12,0.8,1,1.1
Cc1cc(NS(=O)(=O)c2ccc(Nc3nc(-c4sc(N)nc4C)cs3)cc2)no1,3,-7,-93,2,1.2,-18,-27,2.4,1,1.3
O=C(CCCN1C(=O)C2CCCCN2C1=O)N1CCN(c2ccc([N+](=O)[O-])cc2)CC1 (stereo not given),6,-3,6,4,1,-4,18,0.3,1,0.8
Cc1ccc(Cn2c(NCCCn3ccnc3)nc3c2c(=O)n(C)c(=O)n3C)cc1,-16,35,-2,-4,1,-4,-26,0.4,1,1.3
COc1ccc(NC(=O)CC2C(=O)N(C)C(=S)N2Cc2ccncc2)cc1 (stereo not given),7,-9,-5,2,1,-2,-10,0.7,1,1.1
CCn1c(/C=C/c2cccc([N+](=O)[O-])c2)nc2ccccc2c1=O,-8,15,15,1,1,-4,1,4.5,1,1
O=C(c1cccc(C(F)(F)F)c1)N1CCN(c2cc(=O)[nH]nc2-c2ccccc2)CC1,14,-2,-1,0,1,-4,1,1.3,1,1
O=C(CSc1ncn(-c2ccccc2)n1)N1CCN(c2ccccc2)CC1,6,3,-5,1,1,0,-1,0.8,1,1
CNC(=S)NC12CC3CC(CC(C3)C1)C2,11,10,-3,-1,1,3,2,0.9,1,1
COc1ccc(NC(=O)CSc2nc(N)c3cc4c(nc3n2)CCCC4)cc1,-38,47,-17,0,0.4,62*,6,0.0,1,0.9
Cc1ccc2nc(Cl)c(CNCc3ccccc3)cc2c1,-17,-2,-4,-4,0.9,6,-12,-0.5,1,1.1
CCCNCc1cc(Cl)c(OCC)c(Cl)c1,-3,-2,-14,-5,1.1,-9,6,1.4,1,0.9
CC1CN(C2CCN(S(=O)(=O)c3ccc4ccccc4c3)CC2)CC(C)O1 (stereo not given),17,94*,-13,-5,1,-3,-6,0.7,1,1.1
O=C(CN(CCc1ccccc1)C(=O)Cn1nnc(-c2cccs2)n1)NCc1ccco1,9,5,-16,-9,1,-4,-10,2.7,1.1,1.1
O=Cc1cn[nH]c1-c1cccc([N+](=O)[O-])c1,-27,-9,25,0,1.1,-6,4,-0.9,1,1
Nc1nc2n(n1)C(c1ccco1)CC(c1ccc(Cl)cc1Cl)N2 (stereo not given),-27,-5,-6,-4,1,-1,36,-1.1,1,0.6
O=c1oc2cc(O)ccc2cc1-c1ccc(F)cc1,-39,-6,-18,-17,1,3,-20,2.9,1.2,1.2
CCO[C@H]1OC(C(=O)NCc2ccccc2)=C[C@@H](c2ccc3c(c2)OCO3)[C@@H]1CCCO,18,3,-5,-6,1,0,-8,1.2,1.1,1.1
CCC(C)C(NC(=O)c1ccccc1NC(=O)c1ccco1)C(=O)NC1CCCCC1 (stereo not given),5,28,-195,-22,1,-5,-3,1.6,1.2,1
Cc1cc(C)c(S(=O)(=O)N(CC(=O)NCc2cccnc2)C2CCCCC2)c(C)c1,-14,20,-6,-1,1,1,-33,1.0,1,1.3
Cc1cccc(NC(=O)CSc2nnc([C@@H](N)Cc3ccccc3)o2)c1C,7,-1,-14,-4,1.1,-8,2,-1.1,1,1
CCNc1ccc(N=Nc2c(C)n(C)n(-c3ccccc3)c2=O)cc1,2,6,14,23,1,1,22,8.2,0.8,0.8
Cc1ccc(NCc2ccccc2OCc2ccccc2F)cc1,5,6,-12,-10,1,-1,42,1.2,1.1,0.6
Cc1ccc(NC(=O)C(=O)NCCN2CCN(S(C)(=O)=O)CC2)cc1,-8,-7,-9,-4,1.1,-8,4,1.2,1,1
Cc1ccc(C(=O)NC(=S)Nc2cccc(-c3nc4ccccc4s3)c2)cc1,-50,-7,-9,5,1,2,7,2.8,1,0.9
COc1ccccc1Sc1nc(-c2ccccc2)ncc1OC,3,17,-12,-5,1.1,-6,-2,4.5,1,1
CCn1c(C)nc2cc(C(=O)n3cc(C(=O)c4ccccc4O)cn3)ccc21,-2,-6,3,-2,1,-4,-1,-1.3,1,1
NS(=O)(=O)c1ccc(NC(=S)NCc2ccc3c(c2)OCO3)cc1,-1,1,-6,-5,1.1,-8,0,1.7,1.1,1
CNC(=O)c1ccc(-c2ccc(F)cc2)s1,-86,-4,-12,-8,0.6,35,11,1.6,1.1,0.9
Cc1cc(C(F)(F)F)nn1CC(=O)N1CCCCC1C (stereo not given),-6,6,-11,-6,1.1,-8,3,-0.2,1.1,1
CCN(CC)c1ccc(NC(=O)COc2ccccc2C)cc1S(=O)(=O)Nc1ccccc1OC,-18,42,-15,-2,1.1,-9,28,7.0,1,0.7
COCCNC(=O)C1CC(c2cccc(OC)c2)=NO1 (stereo not given),-3,-2,-16,-1,1.1,-9,3,0.9,1,1
O=C(O)C1=C[C@H](c2coc3ccccc3c2=O)C[C@H](OCc2ccc(CO)cc2)O1,1,-13,-8,-9,1.1,-8,3,-0.1,1.1,1
O=C(CNS(=O)(=O)c1ccc(Br)s1)N1CCC(N2CCCCC2)CC1,-2,78*,-2,1,1,-4,-12,0.9,1,1.1
Cc1cc(C(=O)CSc2nnc(-c3ccc(Cl)cc3)n2C)c(C)n1CC1CCCO1 (stereo not given),-3,6,-9,-7,1,-4,-6,2.7,1.1,1.1
C=CCSc1nc2c(sc3nc(C)cc(C)c32)c(=O)[nH]1,6,1,-6,-7,1.1,-8,-3,1.1,1.1,1

# Part of the list above in order of heavy-atom count, ascending:
SMILES,APP transl inh,Lmaj promast,TNAP inh no acc,TNAP inh hiacc,FLuc stim CS,FLuc inh counter,bIAP inhibitor,RAM network inh,TNAP act hi DEA,bIAP act
COc1ccccc1Sc1nc(-c2ccccc2)ncc1OC,3,17,-12,-5,1.1,-6,-2,4.5,1,1
NS(=O)(=O)c1ccc(NC(=S)NCc2ccc3c(c2)OCO3)cc1,-1,1,-6,-5,1.1,-8,0,1.7,1.1,1
O=C(O)C1=C[C@H](c2coc3ccccc3c2=O)C[C@H](OCc2ccc(CO)cc2)O1,1,-13,-8,-9,1.1,-8,3,-0.1,1.1,1

# (more compounds)
SMILES,APP transl inh,Lmaj promast,TNAP inh no acc,TNAP inh hiacc,FLuc stim CS,FLuc inh counter,bIAP inhibitor,RAM network inh,TNAP act hi DEA,bIAP act
O=C1CC(NCc2ccccc2F)C(=O)N1c1ccccc1 (stereo not given),1,0,-8,-8,1.1,-10,10,-0.7,1.1,0.9
CC(NS(=O)(=O)c1ccc(Br)cc1)C(c1cccs1)N1CCOCC1 (stereo not given),-6,-1,-5,-3,1.1,-9,15,0.0,1,0.9
c1ccc(Cn2nnnc2C(c2ccncc2)N2CCOCC2)cc1 (stereo not given),0,-6,-19,-8,1.1,-7,12,2.2,1.1,0.9
CN(C)S(=O)(=O)c1cccc(NC(=O)COc2cccc(C#N)c2)c1,-2,23,-4,1,1,1,22,3.3,1,0.8
O=C(NC(Cc1ccccc1)C(=O)NC(Cc1ccccc1)C(=O)O)c1ccccc1 (stereo not given),-1,57*,-17,-1,1,-2,-18,1.1,1,1.2
Nc1ncnc2c1ncn2[C@@H]1O[C@H](CO)[C@@H](O)[C@H]1O,-6,-5,-11,-4,1.1,-7,10,2.2,1,0.9
CC(=O)COc1ccc2c(C)c(-c3ccccc3)c(=O)oc2c1,-40,0,-8,2,0.7,32,-7,4.8,1,1.1
CCOc1ccc(C(C)NC(=O)c2cccc(F)c2)cc1 (stereo not given),-40,-2,-11,-1,1,-4,5,1.3,1,0.9
C=CCn1cn[nH]c1=S,-15,1,-3,-1,1,-3,-4,2.0,1,1
COC(=O)Nc1nnc(Cc2ccc(Cl)cc2)s1,15,-7,3,-2,1,-2,9,4.3,1,0.9
CCOc1ccc(N2C(=O)C3ON(c4ccccc4)C(c4ccco4)C3C2=O)cc1 (stereo not given),-22,-7,-12,-7,1.1,-5,-12,-0.8,1.1,1.1
Cc1ccc(C(=O)NN2C(=O)C3C4C=CC(C5CC45)C3C2=O)cc1 (stereo not given),22,-6,-7,-3,1,-2,-4,2.2,1,1
O=C(CNC(=O)/C(=C\c1ccc(Br)cc1)NC(=O)c1ccccc1)OCc1ccccc1,3,4,-9,1,1,-5,12,8.2,1,0.9
